PI5P4Ka inh = blocks human PI5P4K alpha kinase activity; PI5P4Kalpha enzyme, ADP-Glo luminescence, 60 min; hits give low values; 1.2% of 330,000 active; P48426; max response, %; active = max response of -50% or lower; inconclusive = between -30% and -50%; inactive = -30% or higher; note: value at the top dose of about 77 µM; % is set by controls: 0 for no effect and ±100 for the full control effect
Target sequence (P48426 whole entry, looked up): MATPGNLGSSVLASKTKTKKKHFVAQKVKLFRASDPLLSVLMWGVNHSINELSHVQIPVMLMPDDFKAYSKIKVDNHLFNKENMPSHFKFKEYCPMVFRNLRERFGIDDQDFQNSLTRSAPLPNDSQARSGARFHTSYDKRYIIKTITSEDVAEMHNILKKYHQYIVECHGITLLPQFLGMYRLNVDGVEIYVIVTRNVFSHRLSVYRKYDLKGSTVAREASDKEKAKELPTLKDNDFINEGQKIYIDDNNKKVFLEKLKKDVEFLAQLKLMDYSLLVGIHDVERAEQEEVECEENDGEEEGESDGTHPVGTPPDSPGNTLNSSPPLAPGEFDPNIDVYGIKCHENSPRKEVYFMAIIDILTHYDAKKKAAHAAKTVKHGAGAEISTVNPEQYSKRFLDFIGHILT
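Compounds were pin-transferred onto PI5P4Kalpha and substrate in HEPES pH 7.4 buffer with EGTA, CHAPS and 5% DMSO. ATP (5 microM final) started the reaction, which ran 60 minutes at room temperature before ADP-Glo detection.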
aSyn rescue = inhibitors of alpha-synuclein toxicity in yeast. 0.14% of 370,000 active. Potency, µM (titrated, usually from 46.1 µM), without a hit: at the top dose growth rescue (activation), hits mostly activators. Yeast expressing alpha-synuclein, growth rescue, BacTiter-Glo, 24 h; note: potency is the fitted concentration of half-maximal effect; % of control where 0% means no effect; nearly all actives have a fitted effect of over 65% in size
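Rescue of yeast growth: cells expressing toxic alpha-synuclein, induced in galactose at OD600 0.02, incubated with compound 24 h at 30 C. ATP luminescence quantified growth; inhibitors of toxicity appear as activators.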
IL-2 act = activators of IL-2; IL-2 activation reporter assay, cell-based qHTS; stimulated with anti-CD3/CD4/CD28 beads; in transgenic mouse T cells; activation, % (series mostly up to about 46 µM); 0.065% of 360,000 active; AID 652025; in the data active = activation above about 50%; inconclusive = mostly about 30% to 49%; note: 0% is about no effect
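Quantitative HTS in unstimulated transgenic mouse T cells, with memory T cells as non-tolerant control and PMA/ionomycin as tolerance-bypass control. Compound pretreatment lasted 60 minutes before 18 h bead stimulation; EGFP/DsRed fluorescence read.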
Abeta yeast res = compounds reversing amyloid beta toxicity in yeast; 0.063% of 410,000 active; yeast expressing A-beta42, growth rescue, OD600, 48 h; response scale: 0% DMSO, 100% iron-clioquinol control; Potency, µM (series often up to 46.1 µM), for inactives: top-dose growth rescue, most hits filed as activators; note: potency is the fitted concentration of half-maximal effect; nearly all actives have a fitted effect of over 55% in size
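Yeast A-beta toxicity model in growth medium with pinned compounds, 48 h at 30 C; growth read as absorbance at 600 nm. Normalized to FeCl3/clioquinol equimolar mix (positive) and DMSO (negative).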
FUS yeast rescue = rescues growth of FUS-expressing yeast. S. cerevisiae FUS-expressing, growth rescue, OD600, 24 h. Potency, µM (top dose mostly 76.6 µM), for inactives: top-dose growth rescue (activation), most hits filed as activators. 0.24% of 390,000 active. AID 1347120;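 note: potency is the fitted concentration of half-maximal effect; plate controls were DMSO vehicle for no effect and reference control for full effect; nearly all actives have a fitted effect of over 55% in size; some results filed as inactive show a strong effect at the top dose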
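FUS-expressing yeast, raffinose-pregrown, induced in 2% galactose minimal medium at OD 0.005; compounds in a dilution series, 24hr at 30C. Growth restoration read as absorbance at 600 nm. CP55940 positive control, DMSO negative.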
PLK1 PBD block = inhibitors of human PLK1 polo-box domain binding; P53350; AID 720504; Plk1 PBD binding of FITC phosphopeptide, fluorescence polarization; 2.8% of 360,000 active; Potency, µM, for inactives: max response, negative = inhibition, hits mostly inhibitors; note: potency is the fitted concentration of half-maximal effect; series mostly up to about 57 µM; % is set by controls: 0 for no effect and ±100 for the full control effect; nearly all actives have a fitted effect of over 65% in size
EPAC1 ag = activates human EPAC1 exchange factor; O95398; Potency, µM (highest dose often 154 µM), without a hit: at the top dose activation, hits mostly activators; 0.073% of 360,000 active; EPAC1 agonist qHTS, biochemical assay; response scale: 100% = response to 6.5 mM cAMP; note: potency is the fitted concentration of half-maximal effect; nearly all actives have a fitted effect of over 60% in size
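Compounds were pinned as a concentration titration into mixtures of EPAC1 (100 nM), BODIPY-GDP-loaded Rap1B (250 nM) and GDP (50 uM). After 5 min at room temperature, fluorescence was followed for 30 min; activity was scaled to 6.5 mM cAMP.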
WRN inhibitor = inhibitors of human WRN helicase | Q14191 | WRN helicase unwinding, fluorescent forked duplex, kinetic | Potency, µM (series often up to 114 µM), for the others: at the highest dose activity change, negative = inhibition, most hits filed as inhibitors | 0.46% of 360,000 active; note: potency is the fitted concentration of half-maximal effect; % is set by controls: 0 for no effect and ±100 for the full control effect; nearly all actives have a fitted effect of over 55% in size
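WRN at 20 nM final was preincubated with compound for 15 min at room temperature; reaction started with 100 nM forked duplex oligonucleotide carrying fluorophore and quencher plus 2 mM ATP (final). Unwinding followed kinetically by red fluorescence (ex 525/em 598 nm).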
EPAC1 antagonist = antagonists of human EPAC1. O95398. EPAC1 GEF assay, Rap1b-BODIPY-GDP exchange fluorescence. Potency, µM (series often up to 115 µM), inactives show at the top dose activity change, negative = inhibition, most hits filed as inhibitors. 0.14% of 360,000 active. AID 720709;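 note: potency is the fitted concentration of half-maximal effect; plate controls were vehicle for no effect and positive control for full effect; nearly all actives have a fitted effect of over 50% in size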
* = called active by the depositor; ? = inconclusive; . = not tested or not shown; [ ] = another dose, or the depositor's remark. Unless noted, calls come from the whole dose curve; as a rule, active = well fitted curve in the direction sought with a large enough effect; inconclusive = small, poorly fitted or top-dose-only effect, or another doubt; inactive = no such curve, though single readings can be large; an effect the other way counts as inactive or inconclusive.

No. | SMILES | PI5P4Ka inh | aSyn rescue | IL-2 act | Abeta yeast res | FUS yeast rescue | PLK1 PBD block | EPAC1 ag | WRN inhibitor | EPAC1 antagonist
1 | O=[N+]([O-])c1cccc(CN2CC=C(c3ccc(F)cc3)CC2)c1 | 5 | -10% | -0.5 | -11% | -8% | -9% | 18% | -6% | -1%
2 | CN1CCN(c2ccc(N)c(N3CCN(C)CC3)c2)CC1 | 1 | 2% | -1.9 | 14% | -18% | -2% | -3% | -12% | -9%
3 | O=c1cccc2n1CC1CC2CN(CC(O)CN2CC3CC(C2)c2cccc(=O)n2C3)C1 (configuration not stated) | 0 | -1% | -0.7 | 5% | 9% | -6% | 3% | -4% | 10%
4 | CCCCC[C@@H]1CCCCC[C@H](O)C[C@H](O)[C@@H](O)/C=C/C(=O)O1 | 22 | 8% | 1.1 | 11% | 26% | 1% | -10% | -4% | 11%
5 | Cc1ccc(S(=O)(=O)N2CC2(C)CCl)cc1 (configuration not stated) | 8 | 0% | -0.7 | 18% | -6% | -24% | 0% | -10% | -10%
6 | C/C(=N\NC(=S)Nc1ccccc1)c1c(O)n(C)c(=O)n(C)c1=O | -53* | 2% | -1.8 | 25% | 24% | 21µM* | 7% | -5% | 4%
7 | COC(=O)C1C(O)C(C)C(O)C(C)/C=C\C=C(/C)C(=O)Nc2c(C)c(OC(C)=O)c3c(c2O)C(=O)C(C)=C2OCOC(=C23)/C(C)=C/C(C)(O)C(O)C(C)C1O (configuration not stated) | -10 | -4% | -1.4 | 9% | ? | 3% | -4% | 9% | 8%
8 | C#C[C@]1(O)CC[C@H]2[C@@H]3CCC4=Cc5nc6nc7ccccc7n6cc5C[C@]4(C)[C@H]3CC[C@@]21C | -29 | 12% | 6.6 | -19% | ? | ? | 15% | -18% | 22%
9 | CCC(=O)N1CC(=O)Nc2ccc(Cl)cc2C1c1ccc(F)cc1 (configuration not stated) | 7 | 3% | 0.2 | 12% | 8% | 0% | 2% | 2% | 13%
10 | C=CCc1ccc(OC)cc1 | 1 | -6% | -0.6 | -7% | -35% | -1% | -4% | 7% | -2%
11 | COC(=O)C1=C(c2c(C)noc2C)C[C@@H]2CC[C@H]1N2C(=O)N1CCOCC1 | 2 | -4% | 6.3 | -14% | -7% | 3% | 1% | 4% | 18%
12 | CC(NS(=O)(=O)OCC(Cl)(Cl)Cl)c1ccccc1 (configuration not stated) | -1 | 2% | -1.1 | 6% | -18% | -3% | 1% | 2% | -3%
13 | CNC(=O)C[C@H]1CC[C@@H]2NC[C@H](O)COC[C@H]2O1 | 16 | -5% | -0.3 | -4% | -14% | 0% | -24% | 8% | 21%
14 | CC1COC2N=C(N[N+](=O)[O-])NC2O1 (configuration not stated) | 3 | 0% | 0.7 | 1% | -12% | -6% | 3% | -2% | 4%
15 | CC1(C)CC(=O)C(C=NCCN2CCN(C(=O)Cc3ccc(Cl)cc3)CC2)=C(O)C1 | . | 14% | -3.1 | 1% | 15% | -2% | 2% | 1% | -3%
16 | CC1(C)C(c2ccccc2)=NC(c2cccnc2)N1O (configuration not stated) | . | -4% | -0.6 | -5% | 5% | 1% | 0% | -16% | 8%
17 | Cc1ccnc(-n2c(C)nc3ccccc3c2=O)c1 | 0 | 4% | 1.2 | 2% | -1% | 27µM* | 6% | 0% | -19%
18 | COc1ccc(C(=O)OC2CC3CCC(C2)[N+]3(C)[O-])cc1OC (configuration not stated) | -5 | 5% | 13 | -4% | -14% | 3% | -6% | -6%[57.1 µM] | -9%
19 | O=[N+]([O-])c1ccc(NCc2ccccc2)c2nonc12 | -1 | -4% | -4.6 | 3% | 6% | 0.84µM* | 56µM* | -1% | 34%
20 | Cc1ccc(/C=C2/C(=O)NC(=O)N(CCc3ccc(F)cc3)C2=O)o1 | -67* | 2% | 1.6 | 10% | 13% | 0.84µM* | -1% | 50µM* | ?
21 | CN(C)c1cc[n+](CC(O)C[n+]2ccc(N(C)C)cc2)cc1 | 0 | -5% | 0.1 | 4% | -29% | -2% | 8% | -3% | -22%
22 | Cc1sc2nc(COC(=O)Cc3ccccc3)[nH]c(=O)c2c1C | -3 | 0% | -2.1 | 26% | 8% | 0% | 4% | -2% | -5%
23 | OC12CCCCC1C(c1ccccc1)NCC2 (configuration not stated) | . | -6% | -2.6 | 3% | -16% | -5% | 4% | -1%[57.1 µM] | 5%

Of the compounds above, 6 contain a halogen:
No. | SMILES | PI5P4Ka inh | aSyn rescue | IL-2 act | Abeta yeast res | FUS yeast rescue | PLK1 PBD block | EPAC1 ag | WRN inhibitor | EPAC1 antagonist
1 | O=[N+]([O-])c1cccc(CN2CC=C(c3ccc(F)cc3)CC2)c1 | 5 | -10% | -0.5 | -11% | -8% | -9% | 18% | -6% | -1%
5 | Cc1ccc(S(=O)(=O)N2CC2(C)CCl)cc1 (configuration not stated) | 8 | 0% | -0.7 | 18% | -6% | -24% | 0% | -10% | -10%
9 | CCC(=O)N1CC(=O)Nc2ccc(Cl)cc2C1c1ccc(F)cc1 (configuration not stated) | 7 | 3% | 0.2 | 12% | 8% | 0% | 2% | 2% | 13%
12 | CC(NS(=O)(=O)OCC(Cl)(Cl)Cl)c1ccccc1 (configuration not stated) | -1 | 2% | -1.1 | 6% | -18% | -3% | 1% | 2% | -3%
15 | CC1(C)CC(=O)C(C=NCCN2CCN(C(=O)Cc3ccc(Cl)cc3)CC2)=C(O)C1 | . | 14% | -3.1 | 1% | 15% | -2% | 2% | 1% | -3%
20 | Cc1ccc(/C=C2/C(=O)NC(=O)N(CCc3ccc(F)cc3)C2=O)o1 | -67* | 2% | 1.6 | 10% | 13% | 0.84µM* | -1% | 50µM* | ?

Screening results (PubChem BioAssay)

Only part of the results is shown. The share of hits here may be higher or lower than overall.
